# TCR activator = T cell receptor activation | primary human leukocytes, anti-CD3, IL-2 HTRF, 48 h | AID 504894 | Potency, µM (series often up to 9.22 µM), without a hit: top-dose activation of IL-2 secretion, most hits filed as activators | 330,000 tested, under 10 active; also: % of control where 0% means no effect
#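 Primary human leukocytes receive a-CD3 beads and test compound and are incubated 48 hr. Secreted IL-2 is then assayed by HTRF, measuring 665nm acceptor emission after 320nm excitation of the europium donor.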
# MLL CXXC-DNA inh = inhibitors of human MLL CXXC domain-DNA interaction | Q03164 | MLL-CXXC / FITC-HOXA9 DNA fluorescence polarization | Potency, µM (doses to about 115 µM), without a hit: top-dose activity change, negative = inhibition, usual class: inhibitors | 290,000 compounds, 0.037% hits | AID 2662; active = well fitted inhibition curve with a large enough effect in the polarisation, with a control signal flat, not every such curve was filed as active; inconclusive = small, poorly fitted or top-dose-only effect, or effect the other way, or a change in a side signal; inactive = no such curve, though single readings can be large or run the other way; the % refers to the polarisation; also: potency is read from the fitted curve at half-maximal effect
#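 Steps: dispense CXXC domain solution (7 uM) → pin compounds or unlabeled HOX-A9 DNA control → 5 min ambient → add FLSN-HOX-A9 solution (50 nM) → spin → 30 min ambient → fluorescence polarization. Tris pH 7.5/NaCl/DTT/BSA buffer.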
# PTAP TSG101 blk = blocks PTAP/TSG101 interaction to inhibit HIV-1 budding | Potency, µM (top dose mostly 115 µM), without a hit: at the highest dose activity change, negative = inhibition, hits mostly inhibitors | Fluorescence polarization, FITC-PTAP peptide / Tsg101 binding | Q99816 | 340,000 tested, under 10 active; active = well fitted inhibition curve with a large enough effect in the main read-out, with a control signal flat, not every such curve was filed as active; inconclusive = small, poorly fitted or top-dose-only effect, or effect the other way, or a change in a side signal; inactive = no such curve, though single readings can be large or run the other way; also: potency is read from the fitted curve at half-maximal effect; % of control where 0% means no effect
#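 Fluorescence anisotropy tracks displacement of a FITC-tagged PTAP peptide (50 nM) from the Tsg101 binding domain (10 uM), following a 20 min room-temperature incubation at pH 7.5.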
# MBNL1-CUG inh = MBNL1-poly(CUG) RNA binding inhibition; AID 2675; Potency, µM (titrated, usually from 57.5 µM), for the others: at the highest dose activity change, negative = inhibition, actives largely listed as inhibitors; TR-FRET MBNL1-His/biotin-(CUG)12 binding, 665/545 ratio; Q9NR56; 280,000 compounds, 0.036% hits; active = well fitted inhibition curve with a large enough effect in the signal ratio, with a control signal flat, not every such curve was filed as active; inconclusive = small, poorly fitted or top-dose-only effect, or effect the other way, or a change in a side signal; inactive = no such curve, though single readings can be large or run the other way; the % refers to the signal ratio; also: potency is read from the fitted curve at half-maximal effect; % is scaled to controls: 0 for no effect and ±100 for the full control effect
# Target sequence (Q9NR56 whole entry, looked up): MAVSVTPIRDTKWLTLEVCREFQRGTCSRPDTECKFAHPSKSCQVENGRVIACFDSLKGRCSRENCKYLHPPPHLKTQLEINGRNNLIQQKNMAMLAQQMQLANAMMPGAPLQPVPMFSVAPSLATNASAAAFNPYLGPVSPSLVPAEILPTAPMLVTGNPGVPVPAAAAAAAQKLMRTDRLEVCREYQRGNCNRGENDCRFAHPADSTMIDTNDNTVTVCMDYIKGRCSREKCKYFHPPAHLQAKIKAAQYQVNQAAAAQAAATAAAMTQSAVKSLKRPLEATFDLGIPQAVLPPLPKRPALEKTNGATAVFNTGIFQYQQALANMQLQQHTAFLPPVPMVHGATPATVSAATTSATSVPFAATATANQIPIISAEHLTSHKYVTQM
#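 Ratiometric TR-FRET (665 over 545 nm, excitation 340 nm) tracks disruption of MBNL1-His/biotin-(CUG)12 complex after 60 min at room temperature, with compounds at 92 nM to 58 uM final.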
# TSHR antagonist = antagonists of human thyroid stimulating hormone receptor | activity change, negative = inhibition, % at 11.5 µM | AID 504810 | 330,000 compounds, 0.2% hits | P16473 | TSHR-expressing cells, TSH-stimulated cAMP HTRF, 2 h; hits give low values;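 active = activity change below a set negative limit, meaning inhibition stronger than a set level, cut at about -70% in these data; inconclusive = activity change between two set negative limits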; also: % is scaled to controls: 0 for no effect and ±100 for the full control effect
#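 Competitive HTRF cAMP read-out (cryptate anti-cAMP antibody, cAMP-d2; 30 min, room temperature) in freshly harvested TSHR cells. Compounds added before TSH at EC80 (4nM final), followed by 2 hours' incubation at 37 deg C.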
# Menin MLL FP TR = inhibitors of human menin-MLL interaction, mutant MLL peptide | Menin + Texas Red MLL mutant peptide, fluorescence polarization | Potency, µM (titrated, usually from 61.6 µM), for the others: top-dose FP activity change, negative = inhibition, usual class: inhibitors | 270,000 compounds, 0.23% hits; active = well fitted inhibition curve with a large enough effect in the polarisation, with a control signal flat, not every such curve was filed as active; inconclusive = small, poorly fitted or top-dose-only effect, or effect the other way, or a change in a side signal; inactive = no such curve, though single readings can be large or run the other way; the % refers to the polarisation; also: potency is read from the fitted curve at half-maximal effect; % of control where 0% means no effect; many of its hits are not listed in these tables
# Target sequence (O00255 whole entry, looked up): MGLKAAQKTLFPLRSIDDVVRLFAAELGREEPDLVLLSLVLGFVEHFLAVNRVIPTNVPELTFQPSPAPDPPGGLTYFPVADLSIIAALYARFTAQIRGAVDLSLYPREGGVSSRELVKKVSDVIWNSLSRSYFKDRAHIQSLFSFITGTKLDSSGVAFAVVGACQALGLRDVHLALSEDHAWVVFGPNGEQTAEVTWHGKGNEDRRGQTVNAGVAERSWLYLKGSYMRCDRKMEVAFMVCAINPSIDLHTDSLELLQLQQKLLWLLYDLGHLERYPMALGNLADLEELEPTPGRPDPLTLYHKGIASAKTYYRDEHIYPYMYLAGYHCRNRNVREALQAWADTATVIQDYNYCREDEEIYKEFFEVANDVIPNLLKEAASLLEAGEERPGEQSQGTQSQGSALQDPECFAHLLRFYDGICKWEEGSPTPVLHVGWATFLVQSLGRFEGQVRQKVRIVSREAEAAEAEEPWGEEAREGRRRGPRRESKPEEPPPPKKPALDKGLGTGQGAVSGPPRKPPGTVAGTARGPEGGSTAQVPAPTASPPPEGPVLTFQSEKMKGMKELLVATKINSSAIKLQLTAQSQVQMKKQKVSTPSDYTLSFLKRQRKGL
# Integrin act MD = activators of alpha7 integrin expression for muscular dystrophy. alpha7betagal myoblasts, beta-gal FDG fluorescence, 48 h. Potency, µM (titrated, usually from 38.3 µM), for inactives: at the highest dose activation, usual class: activators. 350,000 compounds, 0.064% hits;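 also: potency is read from the fitted curve at half-maximal effect; 100% = response of the positive control SU9516; nearly all actives have a fitted effect of over 60% in size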
#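 Alpha7betagal+/- myoblasts (passage 13) were plated 16-24 hr, then exposed to compounds (1:260 dilution of DMSO stock) for 48 hours at 37C. After MPER lysis, β-galactosidase reporter activity was read as FDG fluorescence (ex 480/em 540) after 30 minutes.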
# Mito fusion yeast = mitochondrial division inhibition or fusion activation | S. cerevisiae fusion-defective mutant growth rescue, CellTiterGlo 48 h | 320,000 compounds, 0.23% hits | Potency, µM (doses to about 46.1 µM), without a hit: at the top dose growth rescue (activation), usual class: activators;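 also: potency is read from the fitted curve at half-maximal effect; % of control where 0% means no effect; nearly all actives have a fitted effect of over 45% in size; temperature-sensitive fusion mutants such as fzo1-1 at 37 °C on non-fermentable ethanol glycerol medium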
#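 S. cerevisiae fusion-defective temperature-sensitive mutants (e.g. fzo1-1, mgm1-5) grown 48 h at 37C in YPEG (ethanol/glycerol non-fermentable) medium with 23 nl compound per well; growth rescue read as CellTiterGlo luminescence.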
# A-T KAP1 phos = potential ataxia-telangiectasia treatment. […] A-T fibroblasts, KAP-1 phosphorylation AlphaLISA; neocarzinostatin DNA damage 30 min before lysis. 320,000 compounds, 0.19% hits. AID 485349. Potency, µM (series often up to 57.5 µM), without a hit: at the top dose activation, usual class: activators; also: potency is read from the fitted curve at half-maximal effect; % of control where 0% means no effect; nearly all actives have a fitted effect of over 45% in size
#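 hTERT-immortalized A-T patient fibroblasts ([…]), 500 cells/well in OPTI-MEM, 1% FBS, got compounds for 60 min, then NCS for 30 min at 37C. Lysates were then assayed for phospho-KAP-1 by AlphaLISA (anti-pKAP1 donor, anti-KAP1 acceptor beads), 6 hr at 25C.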
# S-ASM inh = blocks human secretory acid sphingomyelinase; AID 504937; Potency, µM (series often up to 57.5 µM), without a hit: at the top dose activity change, negative = inhibition, most hits filed as inhibitors; 340,000 compounds, 0.006% hits; placental ASM, HMU-PC fluorogenic substrate, 60 min; also: potency is read from the fitted curve at half-maximal effect
#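 qHTS format. ASM enzyme prepared from human placenta hydrolyses the fluorogenic substrate HMU-PC0 (9 uM final) over 60 min at 37 °C after a 10 min compound preincubation.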
# * hit, by the source's call; ? = inconclusive; / = no result given; [ ] = another dose, or the depositor's remark. Unless noted, calls follow the shape of the dose curve; as a rule, active = well fitted curve in the direction sought with a large enough effect; inconclusive = small, poorly fitted or top-dose-only effect, or another doubt; inactive = no such curve, though single readings can be large; an effect the other way counts as inactive or inconclusive. This is a subset. The share of hits here may be higher or lower than overall.
SMILES,TCR activator,MLL CXXC-DNA inh,PTAP TSG101 blk,MBNL1-CUG inh,TSHR antagonist,Menin MLL FP TR,Integrin act MD,Mito fusion yeast,A-T KAP1 phos,S-ASM inh
Cc1noc(C)c1C(=O)OCC(=O)Nc1cc(S(=O)(=O)N2CCOCC2)ccc1Cl,/,-5%,/,-5%,6,8%,/,-7%,4%,/
CN(Cc1ccccc1F)C(=O)CN1c2cccc3cccc(c23)S1(=O)=O,-1%,/,0%,/,-6,/,33%,0%,1%,/
O=C(NCCN1CCOCC1)C1CCC(=O)N1C1CCCCC1 (stereo not drawn),3%,4%,-4%,3%,13,2%,-6%,0%,-6%,5%
O=C1NCCN(Cc2c(F)cccc2Cl)C1CC(=O)N1CCCO1 (stereo not drawn),-2%,2%,1%,5%,-1,-17%,-21%,5%,6%,95%[activator]
O=C1c2ccccc2C(=O)C1c1ccccn1,-2%,?,0%,6%,-4,/,?,0%,4%,-3%
O=C(Nc1cc(S(=O)(=O)N2CCCCC2)ccc1Cl)C1=NN(c2ccccc2)C(=O)CC1,9%,14%,0%,4%,5,25%,-22%,2%,2%,6%
O=C(O)c1ccccc1/C=N/NC(=S)NCc1ccccc1,7%,5%,-3%,/,5,/,31%,-3%,1%,13%
COCCn1c(Cc2ccccc2)nnc1SCC(=O)N1CCCCC1C (stereo not drawn),-2%,3%,-6%,1%,-7,-1%,14%,1%,-1%,2%
Cc1c(/C=N\NC(=O)C2COc3ccc(C(C)(C)C)cc3O2)c2ccccc2n1C (stereo not drawn),-6%[46.1 µM],10%,-13%,-12%,-3,2%,-12%,?,7%,?
COc1ccccc1/C=C/C(=O)NCc1cccnc1,1%,0%,-2%,12%,-14,-24%,18%,-3%,13%,-2%
Cc1ccc(S(=O)(=O)N(C)C)cc1NC(=O)CN1C(=O)NC2(CCCCCC2)C1=O,1%,0%,-2%,-1%,5,-8%,28%,-1%,0%,4%
Cc1ccc(S(=O)(=O)N2CCCOC2CNC(=O)C(=O)NCCC2=CCCCC2)cc1 (stereo not drawn),-3%[46.1 µM],2%,-3%,-10%,-16,4%,-29%,?,-7%,0%
COc1ccc(NC(=O)CCCNC(=O)Cn2cnc3sc(C)c(C)c3c2=O)cc1OC,-28%,15%,-8%,36%[activator],24,-6%,-31%[inhibitor],-16%,-5%,-2%
CCCCn1c(N)c(N(CC)C(=O)c2ccc(Cl)c([N+](=O)[O-])c2)c(=O)[nH]c1=O,0%,0%,-2%,15%,2,-5%,-1%,-7%,0%,7%
Cc1ccc(-c2nnn(CC(=O)Nc3cccc4c3CCCC4)n2)o1,4%,-5%,-9%,5%,10,-6%,-1%,-1%,8%,-2%
O=C(CSc1ccc2ccccc2n1)N/N=C/c1ccccc1O,-2%,8%,-12%,-1%,8,?,-1%,-11%,-26%,-9%
CCCCn1c(SCC(=O)c2c(N)n(C3CC3)c(=O)[nH]c2=O)nc2cc(S(N)(=O)=O)ccc21,6%,/,-3%,/,-1,/,-6%,-6%,-2%,-5%
S=c1[nH]nc(-c2cc(-c3ccccc3)n[nH]2)n1/N=C/c1ccccc1,2%,-14%,-5%,-1%,-15,/,7%,13%,-10%,-11%
O=C1NCC(Nc2ccc(Cl)cc2)C(=O)N1 (stereo not drawn),-4%,/,-1%,/,/,/,-22%,/,/,9%
CN(/C(=N/S(=O)(=O)c1cccs1)c1ccccc1)c1ccccc1,7%[46.1 µM],5%,-5%,?,-14,-19%,?,-5%,3%,-1%
Cc1cc(=O)n2nc(N3CCC(C(=O)NCc4ccc(F)cc4)CC3)sc2n1,-2%,27%,-9%,-5%,10,/,5%,-2%,-2%,-1%
COc1ccc(-c2[nH]ncc2CN2CCCC2c2nonc2C)c(F)c1 (stereo not drawn),/,-1%,-5%,-14%,-11,-6%,-14%,5%,7%,-1%
CCOC(=O)N1CCN(C(=O)C2CCN(S(=O)(=O)c3cc(Cl)ccc3Cl)CC2)CC1,-2%,-3%,2%,6%,1,-2%,-17%[7.66 µM],13%,3%,2%
CCC(=O)OC1CSc2nc3ccccc3n2C1 (stereo not drawn),1%,-3%,4%,-3%,16,-8%,-9%[7.66 µM],-4%,15%,3%
Cc1ccc(NC(=O)COC(=O)C2CSC3(C)CCC(=O)N23)cc1S(=O)(=O)N1CCOCC1 (stereo not drawn),-5%,0%,-1%,-4%,3,-1%,11%,-4%,6%,-3%
COc1cc(C(=O)c2ccc3c(c2)OCO3)cc(OC)c1OC,-28%,/,0%,/,/,/,-10%,/,/,-1%
CCC(=O)c1ccccc1OCCSc1nc(C)cc(=O)[nH]1,/,-4%,/,7%,-3,-10%,-9%,2%,-2%,1%
Cc1ccc(/C=C/C(=O)c2c(C)nc3ccccn23)cc1,2%,-19%,-1%,?,-11,16%,-57%[inhibitor],5%,22%,-12%
COc1ccc(NC(=O)c2ccc(-c3nn(C)c(=O)c4ccccc34)cc2)cc1,/,-9%,-2%,-15%,14,9%,15%,0%,-1%,-3%
C/C=C\C(=O)Nc1cccc(C2=NOC3(C2)C[C@@H](C(N)=O)N(C(=O)C2(C)CC2)C3)c1 (stereo partly drawn),-5%,-1%,3%,0%,2,/,-18%,4%,-19%,3%
CC(Sc1nnnn1C1CCCC1)C(=O)Nc1cccc(S(=O)(=O)N2CCOCC2)c1 (stereo not drawn),0%,/,-2%,/,-11,/,4%,5%,4%,-2%
O=C1NC2(Nc3ccccc31)C(=O)Nc1ccc(Br)cc12 (stereo not drawn),0%,-2%,-8%,-3%,-9,7%,11%,1%,3%,61%[activator]
O=C(Cn1cccc1)Nc1ccc(OC(F)(F)F)cc1,/,-5%,/,-4%,3,17%,-12%,2%,-8%,-4%
O=C(COC(=O)/C=C/c1cccc(Br)c1)NCCC1=CCCCC1,12%[46.1 µM],13%,2%,-11%,0,1%,22%,3%,3%,-4%
COc1ccc(-n2cnc3c(N)nc(N)nc32)cc1,13%,/,-2%,/,/,/,0%,/,/,0%
CN1CCN(c2nc3c(c(=O)[nH]c(=O)n3C)n2CCSc2ncccn2)CC1,/,4%,/,-2%,13,-1%,/,6%,4%,/
c1ccc(Cc2nnc3n2CCCCC3)cc1,-4%,-2%,-1%,-11%,8,0%,8%,1%,3%,6%
O=C(COC(=O)c1ccc([N+](=O)[O-])s1)NNC(=O)c1ccccc1,5%,/,1%,/,-3,/,-23%,/,5%,-2%
Cc1ccc(OCC(=O)NN2C(=O)c3ccccc3C2=O)c(C)c1,3%,-8%,-6%,1%,-4,8%,18%,1%,3%,2%
CCOc1ccc(N(C(C)C(=O)Nc2ccc(OC)cc2)S(C)(=O)=O)cc1 (stereo not drawn),0%,-12%,-2%,2%,3,-15%,-5%,0%,6%,-1%
COc1cc(OC)cc(C(=O)NCC(=O)OC2CCCCC2=O)c1 (stereo not drawn),14%,/,-9%,/,19,/,-6%,-1%,1%,0%
Cc1cc(/N=C/N(C)C)on1,1%,5%,-3%,8%,-2,12%,7%,2%,-2%,3%
Cc1ccnc(SCC(=O)Nc2c(C)n(C)n(-c3ccccc3)c2=O)n1,-4%,4%,-9%,4%,0,-6%,2%,-1%,3%,4%
CCOc1ccc(C(=O)OCC(=O)c2c(N)n(C)c(=O)n(C)c2=O)cc1OCC,-4%,-1%,-3%,-3%,10,0%,9%,0%,3%,0%
CCOC(=O)c1c(NC(=O)COC)sc2c1CCCC2,0%,0%,-3%,-1%,-11,17%,-22%,19%,6%,-2%
O=c1cn[nH]c2ccccc12,0%,2%,-6%,?,9,/,1%,-2%,15%,2%
C=CCn1c(SCC(=O)NC2CCCC2)nc2c([nH]c3ccccc32)c1=O,3%,6%,0%,3%,5,/,-1%,1%,-1%,-1%
O=C(NCCCCc1ccccc1)c1cccc(NC(=O)c2ccccc2)c1,1%,/,-6%,/,/,/,36%,/,/,-7%
CC(C)CCC(CCN1CCOCC1)c1ccc2c(c1)OCO2 (stereo not drawn),1%,-3%,-2%,-2%,3,?,-1%,-11%,6%,1%
